Rab7 wt modul: modulators of GTP binding to dog Rab7 wildtype GTPase | AID 758 | 190,000 tested, 0.055% active | GST-Rab7 beads, fluorescent GTP binding, flow cytometry; actives lie on both sides; untreated = 100%, excess cold GTP = 0% | GTP binding activity (percent of control), % at 10 µM;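 active = fluorescent GTP binding to Rab7 beads changed by at least 20 points from the 100% baseline, either direction, mostly lower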;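 note: median green fluorescence of bound Bodipy-FL-GTP per Rab7 bead population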
Avidin bead fluor: compound fluoresces at 488/530 nm on avidin beads; fluorescence (KMESF) at 10 µM; compound fluorescence 488/530 nm, flow cytometry; hits give high values; AID 1775; 220,000 tested, 0.38% active; in the data active = fluorescence above about 47; note: inactives centre near 10
Rac1 wt GTP bind: alters GTP binding to wildtype human Rac1 | AID 757 | GST-Rac1 beads, fluorescent GTP binding, flow cytometry; actives lie on both sides; 0 = cold GTP competed, 100 = untreated | GTP binding activity (% of control), % at 10 µM | 190,000 tested, 0.27% active;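 active = GTP binding activity at least 20 points away from the 100% control level, either lower or higher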
HRas wt GTP: changes GTP binding to wildtype human HRas; P01112; GST-Ras wt beads, Bodipy-FL-GTP binding, flow cytometry; actives lie on both sides; 190,000 tested, 0.14% active; GTP binding activity, % at 10 µM;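 active = GTP binding activity at least 20% away from the 100% baseline, either lowered as inhibitor or raised as activator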;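 note: 0% = unlabeled GTP competition control and 100% = no-compound control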
Target sequence (P01112 whole entry, looked up): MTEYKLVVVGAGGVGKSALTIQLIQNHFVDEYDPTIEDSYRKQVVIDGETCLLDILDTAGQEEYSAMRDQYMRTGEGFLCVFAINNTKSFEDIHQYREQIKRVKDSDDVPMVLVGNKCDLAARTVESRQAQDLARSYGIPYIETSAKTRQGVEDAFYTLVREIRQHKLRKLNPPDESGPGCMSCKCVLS
Cdc42 wt GTP: human Cdc42 wildtype GTP binding change, either direction; AID 761; 190,000 tested, 0.2% active; P60953; GST-Cdc42 beads, Bodipy-GTP binding, flow cytometry; actives lie on both sides; percent activity (GTP binding), % at 10 µM;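 active = percent activity GTP binding at least 20 points away from the 100% baseline, either down as inhibitor or up as activator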;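 note: median bead fluorescence of bound Bodipy-FL-GTP at 100 nM; 0% = excess unlabeled GTP control and 100% = no compound control; below 100% means less GTP binding so inhibitor and above means activator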
Target sequence (P60953 whole entry, looked up): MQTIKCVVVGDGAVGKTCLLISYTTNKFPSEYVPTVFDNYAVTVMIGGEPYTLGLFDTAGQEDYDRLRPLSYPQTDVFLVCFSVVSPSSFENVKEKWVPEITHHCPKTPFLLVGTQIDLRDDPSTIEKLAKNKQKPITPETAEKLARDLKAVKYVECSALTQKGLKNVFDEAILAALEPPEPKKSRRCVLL
Pf gametocyte: kills late stage P. falciparum gametocytes | P. falciparum stage V gametocytes, ATP luminescence, 24 h | inhibition, % at 10.9 µM | 150,000 tested, 0.065% active | AID 743093;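 active = inhibition above the mean plus 3 SD of compounds within the control limits, set per campaign, cut at about 38% in these data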;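 note: 0% = DMSO wells and 100% = medium only without gametocytes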
ABCB1 block: blocks JC-1 efflux by human ABCB1 transporter; P08183; CCRF-Adr cells, flow cytometry; inhibition, % at 6.6 µM; 190,000 tested, 0.067% active; in the data active = inhibition above about 40%;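 note: 0% = vehicle and 100% = reference inhibitor; higher value means more JC-1 retained so stronger ABCB1 efflux block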
Rab2A wt mod: changes GTP binding to wildtype dog Rab2A, up or down | GST-Rab2 wt beads, Bodipy-GTP binding, flow cytometry | GTP binding activity, % at 10 µM | 190,000 tested, 0.19% active;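 active = GTP binding activity at least 20 points away from 100%, either lowered or raised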;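 note: 0% = beads with excess unlabeled GTP and 100% = no-compound control corrected for plate trend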
GSH fluor: GSH bead compound fluorescence profile; fluorescence (KMESF) at 10 µM; 190,000 tested, 0.25% active; GSH beads flow cytometry, compound fluorescence 488/530 nm; hits give high values; AID 1776; in the data active = fluorescence above about 89;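 note: glutathione beads carrying GST-tagged Bcl family fusion proteins plus one bare bead set; values are compound well signal with DMSO vehicle wells as background; inactives centre near 16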
Rac1 act GTP bind: modulators of GTP binding to human Rac1 activated mutant; P63000; GST-Rac1 activated beads, fluorescent GTP binding, flow cytometry; actives lie on both sides; 100% means binding = to untreated wells; 190,000 tested, 0.11% active; percent activity (GTP binding), % at 10 µM;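 active = GTP binding at least 20 percentage points away from the 100% baseline, in either direction, so actives lie on both sides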
ABCG2 inh: inhibitors of human ABCG2 transporter, ABCB1 counter-screen; AID 1325; inhibition, % at 6.6 µM; Q9UNQ0; 190,000 tested, 0.1% active; IgMXP3 cells, JC-1 efflux, flow cytometry;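 active = inhibition above 80%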;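 note: 0% = DMSO and 100% = nicardipine control wells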
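Times: 10 min at 25 °C | Test system: Two drug-resistant human cell lines, ABCG2 and ABCB1 | Quantity: 3 million cells/mL final, two lines in 1:1 ratio | Signal: Flow cytometry, 530 nm JC-1 signal | Dosing: Compound at 6.6 µM | Controls: Nicardipine and DMSO wells | Reagent: JC-1 as fluorescent efflux pump substrate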
Active calls of the source: *; . = no result given.

Compound	ABCB1 block	ABCG2 inh	Pf gametocyte	Cdc42 wt GTP	Rab2A wt mod	Rac1 act GTP bind	Rac1 wt GTP bind	GSH fluor	Avidin bead fluor	HRas wt GTP	Rab7 wt modul
CCN=C1S/C(=C\c2sccc2C)C(=O)N1CC	0.0	3	-41	104	101	100	106	18	13	101	98
Cc1ccc(C2CC(c3cccs3)n3nc(N)nc3N2)cc1 (stereo not given)	0.8	40	-8	102	97	95	103	19	22	98	99
C/C=C/C=[N+](\[O-])C(C)/C(=N/O)c1ccc(F)cc1 (stereo not given)	0.6	1	-50	106	100	103	108	48	5	103	98
Oc1ccccc1-c1cc(C(F)(F)C(F)F)nc(-c2ccccc2)n1	1.0	3	.	106	102	100	104	22	35	103	100
Cc1ccc(N2CCN(C(=O)N3CCCC3)CC2)cc1Cl	-1.9	0	10	106	104	102	103	19	18	106	99
Cc1cc(C)n(CC(=O)Nc2cccc(C(F)(F)F)c2)n1	1.3	4	10	100	99	98	98	19	6	98	95
COc1ccc(NCc2nc3ccccc3n2CCOc2ccc(C)cc2)cc1	5.1	25	4	94	99	98	97	12	3	96	100
COc1cc2c(cc1OC)C(CC#N)=NC(C)(C)C2	1.0	14	.	102	103	101	103	27	32	101	95
Cc1cccc(NC(=O)Nc2cnccn2)c1	0.4	9	4	96	96	94	95	16	11	96	97
CCOCCCn1c(=S)[nH]c2cc(C(=O)NCCOC)ccc2c1=O	0.5	2	-19	102	101	98	97	64	16	102	93
CCc1nnc(NC(=O)C2Cc3ccccc3CN2S(=O)(=O)CC)s1 (stereo not given)	1.4	4	-11	93	97	99	97	15	25	98	104
O=C(NCCN1CCc2ccccc2C1)Nc1ccc(F)cc1	0.6	2	.	106	100	100	105	12	7	102	100
CCCS(=O)(=O)N1CCCC(c2nc(-c3ccc(OC)cc3)no2)C1 (stereo not given)	0.7	2	12	105	102	98	104	31	4	102	100
COc1ccccc1NC(=O)Cn1nnc(-c2ccccc2NS(=O)(=O)c2ccccc2)n1	0.5	0	3	96	97	97	99	10	8	99	101
CC(=O)N=C1SC2CS(=O)(=O)CC2N1c1ccccc1Cl (stereo not given)	0.8	5	-20	103	99	98	101	42	9	100	102
O=C(CCS(=O)(=O)c1ccccc1)Nc1ccccc1F	1.6	4	13	100	97	98	104	16	9	100	109
CC12C=CC3(O1)C(C(=O)N1CCCOC13)C2C(=O)O (stereo not given)	0.5	4	.	96	95	92	99	22	9	94	94
Cc1ccc(C(=O)NN(CCC(=O)NC(C)(C)C)C2=NS(=O)(=O)c3ccccc32)cc1	0.7	4	.	98	98	99	99	7	32	99	100
CCN(CC)S(=O)(=O)c1cc(NC(=O)COC(=O)c2ccc(NC(=O)CC#N)cc2)ccc1C	-0.6	-1	-2	99	101	98	99	11	5	102	106
CCS(=O)(=O)N1CCC(C(=O)NCc2ccc(F)cc2Cl)CC1	0.2	0	.	99	98	97	97	6	17	98	96
O=C(C1CC(c2ccccc2O)=NO1)N1CCCC1 (stereo not given)	0.3	1	17	96	94	96	95	17	18	97	97
Fc1ccccc1COc1ccc(-c2nnn(Cc3ccccc3F)n2)cc1	1.0	13	.	99	97	98	96	19	6	98	100
CC(C)c1ccc(NC(=S)NNC(=O)c2cccs2)cc1	1.0	5	17	91	97	89	96	11	9	96	105
O=C1ON=C(c2ccccc2)/C1=C/c1ccco1	-1.3	-4	-4	90	91	90	94	12	11	95	100
Cc1cc(C)nc(SCC(=O)Nc2ccc(Br)cn2)n1	0.5	2	3	106	106	102	102	64	13	105	97
CCC(C)NC(=O)c1ccccc1NC(=O)/C(=C/c1ccc(OC)cc1)c1ccccc1 (stereo not given)	-8.1	10	2	101	99	99	104	12	12	100	96
Cc1nc2nc(SCC(=O)NCCN3CCOCC3)nn2c(C)c1Cc1ccccc1	0.6	4	.	99	100	100	103	33	10	100	100
Cc1ccnc(NC(c2ccsc2)c2ccc3ccc(C)nc3c2O)c1 (stereo not given)	-1.1	-2	13	98	102	97	102	10	5	98	104
COc1ccc(OC)c(NC(=O)C2CCCN(S(=O)(=O)c3cccc4nonc34)C2)c1 (stereo not given)	0.3	0	3	101	99	100	103	40	6	100	99
Cc1cc2ccccc2n1CCNC(=O)Cc1ccccc1	0.8	3	.	100	97	95	100	25	7	99	101
CSc1cccc(CN2CCC(CO)(Cc3ccccc3)CC2)c1	0.8	2	11	99	97	98	100	18	12	99	97
O=C(O)CCCCCCCCCC(=O)c1cccs1	0.8	2	.	97	98	96	94	60	12	98	94
Cc1cc(Oc2ccc(-c3ccccc3)cc2)nc(N2CCOCC2)n1	0.3	1	.	85	94	92	84	15	9	89	100
CCN(c1ccccc1)S(=O)(=O)c1ccc(Cl)c(NC(=O)Nc2ccc(Cl)cc2C#N)c1	1.4	-2	5	100	93	102	103	16	3	95	98
COc1ccc(C2CC(=O)C3=C(C2)Nc2ncnn2C3c2ccccc2C)c(OC)c1 (stereo not given)	4.2	18	-10	105	106	103	112	24	31	102	98
NC1=NC(c2ccc(F)cc2)n2c(nc3ccccc32)N1 (stereo not given)	-0.3	8	.	100	100	100	107	30	9	101	99
COc1cc(S(=O)(=O)Nc2cccc(C(=O)O)c2)c(OC)cc1Cl	0.3	0	.	104	104	97	99	12	16	104	103
Cn1cnc2cc(NCc3cccs3)ccc21	0.3	2	2	101	102	96	104	10	11	97	107
CCCc1ccc(-c2cc(C(=O)N/N=C/c3ccc([N+](=O)[O-])o3)c3ccccc3n2)cc1	-0.4	-1	25	97	102	98	103	38	8	102	105
O=C(Cn1c(=O)oc2cc(S(=O)(=O)N3CCCC3)ccc21)NC1CCCc2ccccc21 (stereo not given)	0.2	1	.	97	100	99	98	21	6	97	96
Cc1nn(Cc2ccc(F)cc2)c(C)c1NC(=O)c1cnn2cccnc12	0.4	3	.	105	105	102	104	20	17	104	105
Cc1cccc(C(=O)NCC(c2ccc(F)cc2)N2CCOCC2)c1 (stereo not given)	1.9	16	4	101	99	94	100	16	10	99	105
O=C(CN1C(=O)c2ccccc2C1=O)Nc1ccccc1C(=O)NC1CCCCCC1	1.8	5	.	101	99	102	109	32	7	103	98
Cc1ccc(OCC(=O)N2CCOCC2)cc1C	0.9	6	0	101	101	99	103	12	8	101	99
CCN(CC)c1ccc(NC(=O)c2ccc(Cl)nc2)cc1	-0.6	-1	.	93	94	93	93	10	21	94	92
Cc1cc2nc(C3CCN(CC4COc5ccccc5O4)CC3)[nH]c2cc1C (stereo not given)	0.6	6	.	101	101	101	106	44	7	104	102
CCOC(=O)Cn1nc(C)n(-c2ccc(F)cc2)c1=O	0.4	1	13	97	99	93	97	15	9	97	106
COCCNC(=O)c1cc(S(=O)(=O)N2CCOCC2)ccc1SCc1cccc(OC)c1OC	1.7	0	-30	99	100	98	98	13	6	100	100
CCN1CCC2(CC1)N=C(c1ccc(F)cc1)C(=S)N2	-0.3	-1	17	101	101	97	100	8	17	99	106
O=C(CSCc1ccccc1Cl)N1CCN(c2ccccn2)CC1	0.9	5	.	104	101	100	102	12	10	101	97
CCOC(=O)C(C)Oc1cccc2c(=O)n(CC(=O)Nc3ccc4c(c3)OCCO4)ccc12 (stereo not given)	-0.1	0	.	97	98	96	99	20	4	97	101
CCOC(=O)CC1(c2ccccc2)CCOC(C)(C)C1 (stereo not given)	0.6	1	.	101	99	98	99	17	3	99	98
Cc1ccc(-c2nc3ccsc3c(=O)o2)cc1	-1.6	35	.	101	103	97	101	37	13	103	106
CCOC(=O)N1CCN(C(=O)c2ccccc2-c2ccccc2)CC1	0.0	0	-18	101	97	98	105	23	7	100	99
O=C(N/N=C1/CCc2ccccc21)C1CC1	1.0	2	8	99	102	99	98	29	24	99	103
O=C(CCCCl)OCc1cn(-c2ccc(Cl)cc2)nn1	0.7	3	11	94	95	93	95	11	20	93	93
Cc1c(C(=O)N2CCc3ccccc32)oc2ccccc12	0.4	36	.	101	100	99	102	7	5	99	97
